GSK3A inh – blocks human GSK-3 alpha kinase; AID 2650; ADP-Glo luminescence, 60 min; P49840; inhibition, % at 10 µM; actives 0.1% (n = 320,000);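 in the data active = inhibition above about 50%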;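 also: GST-tagged GSK-3 alpha with peptide substrate and 25 µM ATP; 0% = DMSO neutral wells and 100% = GW8510 positive control wells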
Target sequence (P49840 whole entry, looked up): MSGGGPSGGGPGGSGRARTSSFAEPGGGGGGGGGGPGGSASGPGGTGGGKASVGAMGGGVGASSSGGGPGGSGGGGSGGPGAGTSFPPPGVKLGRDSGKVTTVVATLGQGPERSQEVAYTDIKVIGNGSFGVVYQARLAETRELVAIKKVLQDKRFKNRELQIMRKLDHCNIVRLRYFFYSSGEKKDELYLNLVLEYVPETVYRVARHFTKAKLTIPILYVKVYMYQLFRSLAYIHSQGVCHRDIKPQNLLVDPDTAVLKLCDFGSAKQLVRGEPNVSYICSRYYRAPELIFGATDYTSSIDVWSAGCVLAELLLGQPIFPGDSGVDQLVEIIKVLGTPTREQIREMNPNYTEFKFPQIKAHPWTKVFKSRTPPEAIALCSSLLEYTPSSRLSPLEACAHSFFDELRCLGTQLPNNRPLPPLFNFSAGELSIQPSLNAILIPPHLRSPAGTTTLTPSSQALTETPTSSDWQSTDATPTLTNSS
DYRK1A inh – inhibitors of rat Dyrk1A kinase. Q63470. ADP-Glo luminescence, NFATc1 peptide. inhibition, % at 12.5 µM. actives 0.43% (n = 310,000). AID 504441; in the data active = inhibition above about 50%;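 also: plate controls were vehicle with enzyme for no effect and no enzyme for full effect; many of its hits are not listed in these tables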
HDAC3 inh – inhibitors of human histone deacetylase 3 | recombinant HDAC3, fluorogenic peptide/trypsin coupled, fluorescence | inhibition, % at 8.3 µM | actives 0.15% (n = 320,000); in the data active = inhibition above about 26%, passing the limit was not always enough; inconclusive = no clear call, values can overlap the other calls
Target sequence (O15379 whole entry, looked up): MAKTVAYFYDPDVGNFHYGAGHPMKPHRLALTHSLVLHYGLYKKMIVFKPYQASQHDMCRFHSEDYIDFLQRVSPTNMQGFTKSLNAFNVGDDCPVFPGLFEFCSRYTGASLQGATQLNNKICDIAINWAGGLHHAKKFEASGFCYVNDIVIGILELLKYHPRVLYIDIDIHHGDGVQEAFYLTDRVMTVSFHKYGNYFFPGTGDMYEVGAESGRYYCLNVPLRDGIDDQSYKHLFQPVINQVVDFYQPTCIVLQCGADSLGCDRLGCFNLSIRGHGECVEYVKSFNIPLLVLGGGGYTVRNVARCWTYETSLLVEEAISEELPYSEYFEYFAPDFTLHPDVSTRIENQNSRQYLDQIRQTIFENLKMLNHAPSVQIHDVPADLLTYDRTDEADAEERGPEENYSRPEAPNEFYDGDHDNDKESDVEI
Starred values were filed as active, the others as inactive; ? = inconclusive.

Each structure is followed by: GSK3A inh | HDAC3 inh | DYRK1A inh
- C=CCC[C@H](Cc1ccc(F)cc1)C(=O)OC[C@H](Cc1c[nH]c2ccccc12)NC(=O)[C@H](CC=C)CC(=O)NCCO
    -2.2 | 7.4 | 2.6
- CN(C(=O)COC(=O)C1(C)CC1(Cl)Cl)c1c(N)n(Cc2ccccc2)c(=O)[nH]c1=O (stereo unspecified)
    4.1 | -1.9 | 7.3
- O=C(C[C@H]1C/C=C\C[C@H](Cc2ccc(F)cc2)C(=O)O[C@@H](c2ccccc2)CNC1=O)N[C@@H](CO)Cc1ccccc1
    -1.1 | -1.6 | 6.7
- O=C(CN1C(=O)NC(CCc2ccccc2)C1=O)Nc1ccccc1C(F)(F)F (stereo unspecified)
    -2.6 | -5.4 | 2.0
- Nc1c(C(=O)CSc2nnc(-c3ccccc3)o2)c(=O)[nH]c(=O)n1C1CC1
    -0.9 | 4.7 | -3.2
- Cc1cc(C(=O)NNC(=O)C(C)NS(=O)(=O)c2ccccc2F)c(C)o1 (stereo unspecified)
    -3.1 | -5.9 | -1.3
- COc1ccc(NC(=O)CSc2ccc3c(c2)OCCO3)cc1
    -3.2 | 7.6 | 3.3
- Cc1ccccc1OCC(=O)OC(C)C(=O)NC1CCCC1 (stereo unspecified)
    0.6 | 6.0 | 4.4
- CC(C)NC(=O)N(C)C[C@H]1Oc2c(NC(=O)Cc3ccccc3)cccc2C(=O)N([C@H](C)CO)C[C@@H]1C
    -3.1 | -4.2 | 2.8
- CCN(CC(=O)NCc1cccs1)C(=O)c1cccc(S(=O)(=O)N(C)C)c1
    -5.2 | 0.0 | -3.0
- Cc1cc(C)c(NC(=O)CCCn2c(=O)oc3ccccc32)c(C)c1
    -3.5 | -3.9 | 5.0
- Fc1cc(F)cc(Nc2nc(Cl)nc(NC3CCCC3)n2)c1
    -4.0 | -0.5 | 7.7
- COc1ccc(NC(=O)CSc2nnc(C)n2N)cc1S(=O)(=O)N1CCCCC1
    -2.5 | -0.8 | 1.8
- C#CCOCCOCCOCCNc1nc(N2CCOCC2)nc(N2CCN(C(=O)[C@H](CCCN=C(N)N)n3cc(C(N)[C@@H](C)CC)nn3)CC2)n1 (stereo partly specified)
    3.7 | -0.6 | -0.2
- CC1CCN(C(=O)COC(=O)Cn2cnc3ccccc32)CC1
    -0.8 | -7.2 | -0.5
- CN(CC(=O)Nc1cccc(S(=O)(=O)N2CCCC2)c1)Cc1ccccc1
    -1.9 | 2.3 | -4.5
- O=C(Cc1ccc(Br)cc1)OCC(=O)N1CCCCCC1
    -1.7 | 0.9 | -4.3
- CC1(C)C[C@H](O)[C@]2(CO)[C@H](O)C[C@]3(C)C(=CCC4[C@@]5(C)CC[C@H](O)C(C)(C)C5CC[C@]43C)[C@@H]2C1 (stereo partly specified)
    -1.5 | 2.5 | -4.5
- Cc1ccc(NC(=O)CN(C)C(=O)CCSc2ccc(F)cc2)cc1
    -1.0 | 0.7 | -3.7
- Cc1ccc2c(c1)c1c(n2CCc2ccc(C)nc2)CCN(C)C1
    -1.7 | 2.3 | 8.4
- COc1cc2cc(CCCOC(=O)c3ccc(Br)cc3)oc(=O)c2cc1OC
    -2.5 | 1.1 | -0.1
- O=C(Nc1cc(C(F)(F)F)ccc1N1CCOCC1)c1ccncc1
    2.9 | -5.3 | -2.4
- Cc1ccc(C(=O)N(C)Cc2nc3ccccc3c(=O)[nH]2)cc1NC(=O)c1ccco1
    1.7 | 5.2 | 5.1
- O=C(NCCN1CCN(C(=O)c2cccc(OC(F)F)c2)CC1)c1cccc(OC(F)F)c1
    -1.2 | -1.5 | 1.3
- Cc1noc(C)c1NC(=O)N(C)C[C@H]1Oc2ccc(NC(=O)Nc3ccc(C(F)(F)F)cc3)cc2C(=O)N([C@H](C)CO)C[C@@H]1C
    -2.9 | 5.2 | 2.6
- O=C1C=C(c2cc(C(F)(F)F)cc(C(F)(F)F)c2)C[C@@H](c2ccc3c(c2)OCO3)C1
    -2.1 | 3.2 | 7.1
- CC(=O)c1ccc(OCC(=O)OCc2cc(-c3ccco3)on2)cc1
    -3.7 | -0.1 | 0.6
- CC1CCCC(NC(=O)CSc2ncccn2)C1C (stereo unspecified)
    17.4 | -4.6 | 7.7
- CCCn1nc(C(=O)Nc2ccc3c(c2)OCCO3)c2ccccc2c1=O
    -3.8 | 5.5 | -2.2
- COc1ccc2c(c1)OC[C@H]1[C@@H]2N2C(=O)[C@@H](C)NC(=O)[C@@]2(C)[C@H]1c1ccccc1
    -1.6 | -4.2 | 6.9
- Cc1ccc(S(=O)(=O)N2CCN(CC(=O)N3CCCC3)CC2)c(C)c1
    -3.1 | -9.5 | -4.0
- Cc1cccc(-n2nnnc2SCC(=O)NC2CCCC2)c1
    2.5 | 1.9 | 7.9
- O=C(COC(=O)c1cc(Cl)nc(Cl)c1)NCCc1ccc(F)cc1
    -1.8 | 0.9 | -8.0
- COC(=O)[C@@]12CCCCN1[C@H](c1ccc(-c3ccccc3)c(OC)c1)[C@H]1C(=O)N(C)C(=O)[C@H]12
    -0.2 | ? | 6.3
- O=C(/C=C/c1ccc(S(=O)(=O)N2CCOCC2)cc1)Nc1cc(F)ccc1F
    -3.5 | 9.0 | 3.6
- CCc1cc(C(=O)Nc2ccccc2N2CCOCC2)sc1C
    1.0 | -6.4 | -0.6
- CCOC(=O)C1CCN(S(=O)(=O)c2ccc3c4c(cccc24)C(=O)N3CC)CC1
    -0.4 | -13.1 | 3.0
- COc1ccc(OCC(=O)Nc2cccc(S(=O)(=O)N(C)c3ccccc3)c2)c([N+](=O)[O-])c1
    -5.4 | -1.3 | -5.3
- Cc1cccc(C(=O)OCC(=O)NN2C(=O)NC3(CCCCC3)C2=O)c1
    -5.1 | 2.5 | -1.7
- COc1cc(C(=O)N2CCN(c3cccc(C)c3C)CC2)ccc1OCC(=O)N1CCOCC1
    -2.8 | -1.8 | 2.9
- Cc1ccc(OCCCC(=O)NNC(=O)c2ccccn2)cc1
    1.4 | -0.1 | 1.2
- O=C1C(SCCO)=C(SCCO)C(=O)c2ccccc21
    28.1 | 3.3 | 24.3
- CC12CCC3c4ccc(O)cc4CCC3C1CCC2=O (stereo unspecified)
    0.1 | -4.7 | 1.3
- CC(=O)c1ccc(NS(=O)(=O)c2ccc3c(c2)CCC(=O)N3)cc1
    0.3 | -2.5 | 8.4
- CCSc1ccc2c(c1)N(CCCN1CCN(C)CC1)c1ccccc1S2
    6.9 | 5.0 | 13.9
- CCOc1ccc(N2CC(C(=O)NCCCc3ccccc3)CC2=O)cc1 (stereo unspecified)
    -0.2 | 0.4 | -6.8
- CC1(C)CC(=O)C=C(c2ccc3ccccc3c2)C1
    1.2 | -1.0 | 18.6
- COC(=O)c1c(-c2ccc(S(C)(=O)=O)cc2)sc2cc(OC)ccc12
    4.5 | -75.0 | 6.4
- NC(=O)c1ccc(NC(=O)COC(=O)c2cc3c(s2)CCC3)cc1
    -0.9 | 3.9 | -2.8
- COc1cc2cnc(-c3ccccc3)c(-c3ccc(C#N)cc3)c2cc1OC
    0.9 | -1.7 | -0.7
- OCC[C@H]1C[C@@H](O)[C@H](O)[C@@]2(Cc3ccccc3CO2)O1
    -0.1 | 3.6 | 4.3
- O=[N+]([O-])c1ccc(CSc2ncnc3c2ncn3[C@@H]2O[C@H](CO)[C@@H](O)[C@H]2O)cc1
    -1.3 | 5.3 | 1.9
- CCCN(CC(=O)Nc1ccccc1OC)C(=O)c1ccc2[nH]c3c(c2c1)CC(C)CC3 (stereo unspecified)
    9.6 | 0.0 | 4.2
- C=CCSc1nnc(NC(=O)C2CC(=O)N(Cc3ccc(C)cc3)C2)s1 (stereo unspecified)
    -1.7 | -4.9 | -5.4
- Cc1cc(C(=O)CN2c3cccc4cccc(c34)S2(=O)=O)c(C)n1C
    -2.5 | -3.2 | 6.9
- Cc1cc(C)c(NC(=O)COC(=O)COc2ccc3c(C)cc(=O)oc3c2)c(Cl)c1
    -4.9 | -5.0 | -6.6
- Cc1ccc(C)c(-n2ccnc2SCC(=O)c2c(N)n(C3CC3)c(=O)[nH]c2=O)c1
    4.1 | 8.5 | -2.9
- CC(=NNC(=O)CSc1nc2ccccc2o1)c1ccco1
    -1.5 | -4.7 | -1.3
- COC(=O)[C@]1(C)N[C@H](CN(C)S(=O)(=O)c2ccc(F)cc2)[C@@H]2C(=O)N(C)C(=O)[C@@H]21
    0.0 | -0.9 | -5.6
- CCOc1ccccc1Nc1nnc(SCC(=O)NC2CCS(=O)(=O)C2)s1 (stereo unspecified)
    0.3 | 1.2 | 3.8

3 compounds drawn at random from those above:
Each structure is followed by: GSK3A inh | HDAC3 inh | DYRK1A inh
- Cc1cc(C(=O)CN2c3cccc4cccc(c34)S2(=O)=O)c(C)n1C
    -2.5 | -3.2 | 6.9
- Cc1ccc(S(=O)(=O)N2CCN(CC(=O)N3CCCC3)CC2)c(C)c1
    -3.1 | -9.5 | -4.0
- CCCN(CC(=O)Nc1ccccc1OC)C(=O)c1ccc2[nH]c3c(c2c1)CC(C)CC3 (stereo unspecified)
    9.6 | 0.0 | 4.2

Following part
Each structure is followed by: GSK3A inh | HDAC3 inh | DYRK1A inh
- COc1ccc(-c2cc3ncccc3cn2)cc1
    0.2 | -4.0 | 11.3
- CCN(CC)C(=O)c1[nH]cnc1C(=O)Nc1cccc(Cl)c1
    -0.8 | -14.1 | -4.8
- CC(CNC(=O)Cn1ccc(N)nc1=O)c1ccccc1 (stereo unspecified)
    4.0 | -0.2 | 3.0
- Cc1nnc(SCC(=O)Nc2ccc(S(N)(=O)=O)cc2)n(N)c1=O
    -2.7 | -2.2 | -0.6
- COC(=O)c1ccc(-c2cc3onc(-c4ccccc4)c3c(=O)n2C)cc1
    6.3 | -3.7 | -2.7
- Cn1c(CCC(=O)O)nc2cc(S(=O)(=O)N3CCCCC3)ccc21
    0.4 | 0.2 | -2.7
- C#CCOCCOCCOCCNc1nc(N2CCN(C(=O)CCCCCCCCCCNC(=O)[C@@H](CCC(=O)O)n3cc(CCCCCN)nn3)CC2)nc(N2CCN(C(=O)CCCCCCCCCCNC(=O)[C@H]([C@@H](C)CC)n3cc(CCCCCN)nn3)CC2)n1
    10.9 | 10.8 | -10.0
- Cc1cccc(NC(=O)c2nc[nH]c2C(=O)N[C@@H](C)c2ccccc2)c1
    -1.3 | 4.7 | 3.7
- COc1ccc(CC(=O)Nc2nccs2)cc1S(=O)(=O)N1CCOCC1
    26.8 | 0.0 | -3.0
- Cc1cccc(-c2ccc3ncnc(NCc4cccs4)c3c2)c1
    -3.3 | -2.7 | 9.3
- C[C@H]1COC(=O)[C@@H](CC(=O)OC(C)(C)C)C/C=C\C[C@H](CC(=O)NCCO)C(=O)N1
    0.2 | -2.4 | -2.0
- CCOc1ccc(OCCCC(=O)N(CC)CC(=O)Nc2c(F)cccc2F)cc1
    -0.3 | -3.5 | -3.3
- CCOCc1c(C(=O)Nc2ccc3nc(N4CCOCC4)sc3c2)oc2ccccc12
    3.6 | 17.0 | 9.2
- c1ccc([C@H]2CN3C(=N2)Sc2ccccc23)cc1
    1.1 | -3.0 | 5.7
- COc1ccc(CCN2CC(C(=O)NCC(c3ccccc3)N(C)C)CC2=O)cc1OC (stereo unspecified)
    -7.9 | -1.1 | -4.2
- CC(=O)N[C@@H](CC(=O)O)C(=O)O
    -3.6 | -0.4 | 2.7
- COc1cc2cc(CCCOC(=O)c3cccc(Br)c3)oc(=O)c2cc1OC
    -0.5 | 1.5 | 2.9
- COc1ccc(S(=O)(=O)Nc2cccc3c2O[C@H](CN(C)Cc2ccc(-c4ccccc4)cc2)[C@@H](C)CN([C@H](C)CO)C3=O)cc1
    -4.6 | 20.4 | 9.4
- COc1ccc(NC(=O)c2ccc(N3CCCC3=O)cc2)cc1Cl
    -4.3 | 3.8 | -2.6
- O=C(NCC(c1ccc(F)cc1)N1CCOCC1)c1ccc(OCc2ccccc2)cc1 (stereo unspecified)
    -1.0 | 5.3 | -0.3
- COc1ccccc1CNC(=O)COC(=O)c1ccc(C(=O)c2ccccc2)cc1
    -6.6 | 1.2 | 1.3
- CC(c1ccccc1)N(C)C(=O)CSc1nnc(C2CC2)n1C1CC1 (stereo unspecified)
    1.6 | 4.9 | -1.6
- C[C@H]1CN([C@@H](C)CO)C(=O)c2cccc(NC(=O)C3CC3)c2O[C@H]1CN(C)Cc1ccc(C(F)(F)F)cc1
    -3.2 | -1.2 | -4.4
- CC(C)(C)c1ccc(C(=O)NC(=O)COC(=O)c2ccc(Br)o2)cc1
    -1.4 | 0.4 | -3.7
- CC(C)[C@H](NC(=O)c1ccccc1Cl)C(=O)OCC(=O)NCc1ccc2c(c1)OCO2
    -1.6 | -15.9 | 0.4
- CC(C)(C)OC(=O)N1CCC(NC(=O)c2ncn(Cc3ccccc3)c2C(=O)NC2CCN(C(=O)OC(C)(C)C)CC2)CC1
    -3.1 | 4.7 | 6.5
- O=C(COC(=O)[C@H](Cc1ccccc1)NC(=O)c1ccco1)Nc1ccccc1
    -0.7 | 1.7 | 2.4
- OCC1=C[C@@H](O)[C@@H]2C=CO[C@@H](O[C@@H]3O[C@H](CO)[C@@H](O)[C@H](O)[C@H]3O)[C@H]12
    0.7 | -0.2 | 2.4
- COc1ccccc1C(C)NC(=O)C1CCN(S(=O)(=O)c2cccs2)CC1 (stereo unspecified)
    -0.1 | 1.4 | -3.2
- COc1ccc([C@H]2CC(=O)C=C(c3ccc4[nH]ccc4c3)C2)cc1OC
    -0.5 | -2.6 | -12.9
- COc1ccc([C@H]2CC(=O)C=C(c3ccc(Cl)c(F)c3)C2)cc1
    -0.2 | -1.8 | 10.5
- Cc1ccc(C(=O)NCC(=O)NC2CC2)cc1
    0.8 | -9.6 | -4.2
- Cc1ccc(S(=O)(=O)N2CCN(C(=O)c3cc4c(s3)CCCC4)CC2)c(C)c1
    -1.3 | 5.6 | 2.2
- COc1cc(C(=O)NNC(=O)/C=C/c2ccco2)cc(OC)c1OC
    -2.2 | 2.7 | -1.5
- O=C(c1c(F)cccc1F)N1CCN(S(=O)(=O)c2ccc3c(c2)OCCO3)CC1
    2.0 | ? | 3.7

Not all compounds are listed; count on the stated rates, not on these rows.
